Assay outcomes deposited in PubChem by National Center for Advancing Translational Sciences (NCATS).
GAA glycogen mod = inhibitors or activators of human alpha-glucosidase glycogen cleavage; recombinant GAA, glycogen substrate, Amplex Red glucose oxidase fluorescence; actives 0.38% (n = 300,000); Potency, µM (top dose mostly 76.4 µM), without a hit: at the highest dose activity change, negative = inhibition, most hits filed as inhibitors; P10253;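 further: 0% = full enzyme reaction and -100% = no-enzyme basal signal; the screen sought inhibitors and activators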
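Natural-substrate format: glycogen cleavage by 4 nM human enzyme, glucose read by Amplex Red coupling (Ex 573, Em 610 nm). Normalized to enzyme and no-enzyme controls.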
aGlu spleen mod = inhibits or activates alpha-glucosidase in human spleen homogenate; actives 0.006% (n = 240,000); human spleen homogenate, 4-MU-alpha-glucoside fluorescence; Potency, µM (series often up to 79.9 µM), for the others: at the highest dose activity change, negative = inhibition, actives largely listed as inhibitors;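 further: 0% = enzyme with vehicle and -100% = no enzyme basal signal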
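Compounds were titrated against alpha-glucosidase in spleen homogenate at pH 5.0, with 1 mM 4-methylumbelliferyl substrate for 40 min at 37 C. Reactions were quenched with pH 10 NaOH/glycine and fluorescence measured.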
GAA inh = inhibitors of human lysosomal alpha-glucosidase | AID 1466 | actives 0.005% (n = 200,000) | purified human GAA, 4-MU-alpha-glucoside fluorescence | Potency, µM (highest dose often 76.9 µM), inactives show top-dose activity change, negative = inhibition, usual class: inhibitors | P10253;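 further: plate controls were uninhibited enzyme wells for no effect and no-enzyme background for full effect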
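Activity normalized between no-enzyme (basal) and enzyme-only wells. Conditions: 4 nM human enzyme, 400 uM fluorogenic substrate, citrate/phosphate pH 5.0 with Tween-20, 20 min room temperature, compounds up to 77 uM.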
HttQ103 aggreg = inhibitors of mutant huntingtin aggregate formation in PC12 cells. PC12 HttQ103-GFP aggregates, Acumen cytometry, 40 h. Potency, µM (series often up to 46.1 µM), for the others: at the top dose activity change, negative = inhibition, hits mostly inhibitors. actives 1.1% (n = 220,000). AID 1688; further: on the % scale 0 is the no-effect control and ±100 the full control effect; nearly all actives have a fitted effect of over 60% in size
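Steps: seed 1500 PC12 HTTQ103-GFP cells/well; add tebufenozide, 100 nM final; add compound titration; add ATPLite reagent; quantify GFP aggregates by laser scanning cytometry.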
IMPase Li cell = membrane-permeable IMPase blocker, potentiated with lithium; Potency, µM (titrated, usually from 59.4 µM), for the others: top-dose activity, negative = IMPase inhibition, hits mostly inhibitors; AID 1457; CHO-M1 cells, IP1 TR-FRET (IP-One), carbachol + lithium; actives 0.35% (n = 210,000);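 further: IP1 builds up when IMPase is blocked and the TR-FRET signal falls; plate controls were basal vehicle for no effect and high inhibitor control for full effect; nearly all actives have a fitted effect of over 50% in size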
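CHO cells stably expressing M1 receptor (2000/well) were cultured 16–30 h, then exposed to compounds with a small lithium addition for 30 min at 37C. IP1 was measured by TR-FRET competition; AC50 from Hill fits.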
HTT ATP protect = cytoprotection in Huntington HTT-Q103 PC12 cell model. Potency, µM (highest dose often 56.4 µM), for inactives: cytoprotection (ATP increase), most hits filed as activators. PC12 HTT-Q103 induced, cytoprotection, ATP luminescence, 40 h. AID 1471. actives 0.14% (n = 230,000);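 further: % of control where 0% means no effect; nearly all actives have a fitted effect of over 45% in size; toxic huntingtin expression switched on by the ecdysone agonist tebufenozide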
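PC12 cells with ecdysone-inducible HTT exon 1 Q103-GFP, induced with 100 nM tebufenozide and co-treated with library compounds in a dose series (1536-well, 1500 cells/well). Cytoprotection read as ATP content by ATPlite luminescence.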
GoLoco inh red = blocks human Gai1 binding to RGS12 GoLoco peptide, red readout; Gai1:RGS12 GoLoco peptide FP, rhodamine, 10 min; Potency, µM (series often up to 61.6 µM), for the others: top-dose activity, negative = inhibition, actives largely listed as inhibitors; actives 0.44% (n = 230,000); AID 880; active means well fitted inhibition curve with a large enough effect, not every such curve was filed as active; inactive means no such curve, though single readings can be large or run the other way; further: on the % scale 0 is the no-effect control and ±100 the full control effect; nearly all actives have a fitted effect of over 30% in size; many of its hits are not listed in these tables
Target sequence (P63096 whole entry, looked up): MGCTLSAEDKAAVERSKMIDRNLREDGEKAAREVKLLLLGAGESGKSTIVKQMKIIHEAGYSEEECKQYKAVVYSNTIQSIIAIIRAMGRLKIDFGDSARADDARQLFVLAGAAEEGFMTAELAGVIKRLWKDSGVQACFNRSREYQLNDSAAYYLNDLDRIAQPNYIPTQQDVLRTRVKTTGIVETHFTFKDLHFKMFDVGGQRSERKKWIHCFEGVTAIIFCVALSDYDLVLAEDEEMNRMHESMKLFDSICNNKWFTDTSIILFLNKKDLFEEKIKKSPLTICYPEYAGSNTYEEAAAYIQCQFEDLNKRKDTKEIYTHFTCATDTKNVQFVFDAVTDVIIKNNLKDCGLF
An asterisk follows results filed as active; ? = inconclusive; · = no result given; & = joins results of further samples; [ ] = another dose, or the depositor's remark. Unless noted, the call rests on the fitted dose curve; in most records, active means well fitted curve in the direction sought with a large enough effect; inconclusive means small, poorly fitted or top-dose-only effect, or another doubt; inactive means no such curve, though single readings can be large; an effect the other way counts as inactive or inconclusive. Potency means the concentration at half of the fitted maximal effect. The list is partial; count on the stated rates, not on these rows.

SMILES	GAA glycogen mod	aGlu spleen mod	GAA inh	HttQ103 aggreg	IMPase Li cell	HTT ATP protect	GoLoco inh red
COc1ccc(/C(C)=N/NC(=O)c2ccc(N(C)C)cc2)cc1	-15.2%	8.2%	4.0%	-1.7%	9.2%[38.3 µM]	-33.0%	6.0%
C(=C\c1nc(-c2ccccc2)oc1Nc1ccc2ccccc2c1)/c1ccccc1	·	-2.0%	·	·	-7.4%	?	-5.4%
O=C1c2ccccc2C(=O)N1c1ccccc1S(=O)C(F)(F)F (configuration not stated)	6.0%	-14.2%	-7.2%	15.0%	-8.7%[38.3 µM]	-2.8%	2.4%
CC(=O)Nc1ccc2c(c1)C(=Nc1ccc(C(=O)O)cc1)c1ccccc1-2	·	·	·	·	0.7%	-13.0%[10 µM]	4.7%[14.2 µM]
COc1ccc(CCNc2ccc(C(CC(N)=O)NC(=O)c3ccccc3)cc2[N+](=O)[O-])cc1 (configuration not stated)	-0.7%	-8.9%	·	15.7%[9.22 µM]	·	16.6%[10 µM]	9.9%
O=C(CCC(=O)OCCCC(F)(F)C(F)(F)F)Nc1ccc(Cl)cc1Cl	-16.7%	-6.6%	-7.5%	7.3%[9.22 µM]	2.5%[38.3 µM]	-2.2%	13.2%
CCN(CC)S(=O)(=O)c1ccc2c(c1)nc(CCC(=O)OCC(=O)N1CCc3ccccc31)n2C	-8.6%	-5.9%	-4.8%	8.0%	-0.2%[38.3 µM]	-22.6%	11.3%
COc1ccc(OC)c(-c2ccc(C(=O)O)o2)c1	·	1.0%[119 µM]	·	·	-4.3%	·	3.2%[88.7 µM]
O=C(O)/C=C/C(=O)N1CCN(S(=O)(=O)c2cccc(C(F)(F)F)c2)CC1	-1.8%	-5.0%	-5.3%	17.7%	7.6%	13.2%	-3.0%
Cc1cccc(N2CCN(Cc3nc(CC4CC4)no3)CC2)n1	10.4%	-0.4%	-0.4%	2.3%[9.22 µM]	2.8%	12.3%[10 µM]	14.3%
COc1ccc(/C(O)=C2/C(=O)C(=O)N(CCN3CCOCC3)C2c2ccccn2)cc1OC (configuration not stated)	-6.0%	-6.4%	-6.9%	-2.2%	-7.2%	-11.1%[10 µM]	0.8%
CCC(CC)C(=O)OCC(=O)Nc1cccc([N+](=O)[O-])c1	-9.8%	6.4%	-1.3%	14.7%	6.5%	7.5%	10.9%
COc1ccc(-c2cc(=O)c3cc(O)ccc3o2)cc1	10.2%	5.6%	·	13.6%[9.22 µM]	-4.0%	-43.5%[10 µM]	-4.7%
O=C(NNc1ccccc1[N+](=O)[O-])Nc1ccc(Cl)c(Cl)c1	8.8%	-3.0%	3.5%	11.2µM*	-0.6%	·	18.3%
c1ccc(-c2noc(-c3ccc4ccccc4c3)n2)nc1	-18.4%	5.7%	-2.6%	-0.7%	30.0%[38.3 µM]	-118.2%[inhibitor]	5.1%
COc1ccc(Cc2nnc(SCC(=O)N3CCCCC3)o2)cc1	-12.5%	0.3%	-29.8%	16.3%[9.22 µM]	6.2%	16.9%[10 µM]	5.9%
Cc1ccc(CN2CCN(C3CCCC3)C(CCO)C2)s1 (configuration not stated)	-6.7%	1.7%	2.8%	·	21.6%	·	-7.1%
Cc1nc2ccc(F)cc2cc1C(=O)NCc1ccco1	6.0%	5.5%	-8.8%	-9.2%	2.3%	2.2%	4.9%
O=C1/C(=C/c2ccccc2)Oc2cc(OC(=O)N3CCOCC3)ccc21	-4.1%	-4.7%	-3.4%	6.3%	5.2%	·	-10.4%
Cc1nnc(NC(=O)c2csc3c2CCC(C)C3)s1 (configuration not stated)	-5.9%	1.0%	0.4%	3.2%[9.22 µM]	6.6%	20.8%[10 µM]	18.9%
CCOc1cc(C(=O)N/N=C/c2ccsc2)cc(OCC)c1OCC	10.6%	-4.0%	-1.4%	-5.3%	-4.3%	19.3%[10 µM]	6.5%
CCOC(=O)Cc1csc(NC(=O)c2cccs2)n1	11.4%	0.6%	-6.9%	1.1%	-16.1%[38.3 µM]	2.7%	-1.9%
CCOC(=O)c1c(C)n(C)c2ccc(OC)c(NC(=O)CCN3CCC(Cc4ccccc4)CC3)c12	-0.5%	-1.4%	·	8.3%[9.22 µM]	·	-23.3%[10 µM]	-3.8%
COCCn1c(=O)c(C)nc2cnc(N3CCOCC3)nc21	·	0.7%	·	·	9.6%	-0.5%	18.8%
Cc1ccccc1NC(=O)c1sc(Cl)nc1-c1ccccc1	0.3%	-4.9%	?	?	6.6%[38.3 µM]	-17.8%	2.1%

Exported as a markdown table: two of the compounds above
| Molecule | GAA glycogen mod | aGlu spleen mod | GAA inh | HttQ103 aggreg | IMPase Li cell | HTT ATP protect | GoLoco inh red |
| --- | --- | --- | --- | --- | --- | --- | --- |
| COc1ccc(CCNc2ccc(C(CC(N)=O)NC(=O)c3ccccc3)cc2[N+](=O)[O-])cc1 (configuration not stated) | -0.7% | -8.9% | · | 15.7%[9.22 µM] | · | 16.6%[10 µM] | 9.9% |
| O=C(CCC(=O)OCCCC(F)(F)C(F)(F)F)Nc1ccc(Cl)cc1Cl | -16.7% | -6.6% | -7.5% | 7.3%[9.22 µM] | 2.5%[38.3 µM] | -2.2% | 13.2% |

Returning to the listing; the 2 compounds before the break are reprinted first.
SMILES	GAA glycogen mod	aGlu spleen mod	GAA inh	HttQ103 aggreg	IMPase Li cell	HTT ATP protect	GoLoco inh red
COCCn1c(=O)c(C)nc2cnc(N3CCOCC3)nc21	·	0.7%	·	·	9.6%	-0.5%	18.8%
Cc1ccccc1NC(=O)c1sc(Cl)nc1-c1ccccc1	0.3%	-4.9%	?	?	6.6%[38.3 µM]	-17.8%	2.1%
CC1CC(=O)N(CC(=O)NCc2ccc3c(c2)OCO3)c2ccccc2S1 (configuration not stated)	3.2%	6.2%	-14.5%	-0.5%	-3.2%	-21.4%[10 µM]	-0.2%
CC(/C=C1\SC(=S)N(CCCC(=O)Nc2ccc(C(=O)O)cc2)C1=O)=C\c1ccccc1	0.4%	-4.1%	1.3%	-17.6%	4.0%	-1.0%[10 µM]	29.3%
Cc1ccsc1C(=O)Nc1ccc2c(c1)OCCO2	0.1%	-6.1%	-3.0%	8.9%	5.7%	-27.1%[10 µM]	10.7%
COc1ccc(-c2csc(=Nc3c(C)n(C)n(-c4ccccc4)c3=O)n2C(C)(C)C)cc1	-14.3%	-3.2%	-6.2%	16.0%	11.4%[38.3 µM]	11.8%	5.4%
CCOC(=O)C1(Cc2cccc(Cl)c2)CCCN(CCO)C1 (configuration not stated)	-13.5%	7.8%	?	18.3%[9.22 µM]	2.4%	7.6%[10 µM]	39.3%[activator]
COc1ccc(-c2oc3ncnc(NCCCN4CCOCC4)c3c2-c2ccc(OC)cc2)cc1	-1.6%	-1.9%	-10.2%	-0.1%	3.9%	-33.8%[10 µM]	2.2%
C=CC[C@@H]1C=C[C@H](O/N=C/c2ccc(C(=O)N3[C@H](c4ccc(C)cc4)[C@@H](C)CC[C@H]3C(=O)OC)cc2)[C@@H](CO)O1	-5.6%	-7.0%	?	?	9.8%	·	1.7%
CCC1=C(OC(=O)N(CC)CC)N2C(=O)OC(=NCC(=O)OC)[C@]2(Cc2ccccc2)[C@H]2C1=CC[C@H]1C(=O)NC(=O)[C@H]12	0.9%	-2.7%&5.9%	·	21.6%[9.22 µM]	-2.4%	-28.0%	-0.1%&-5.4%
CC(C)=CC(=O)Nc1nnc(C(C)C)s1	11.4%	-3.4%	-6.9%	2.0%	-6.2%[38.3 µM]	14.0%	-4.5%
O=c1c(O)c(-c2ccc(O)cc2)oc2ccccc12	·	-0.9%	·	·	-11.6%	-77.4%[inhibitor]	-20.8%
COc1ccc(CN(C(=O)c2nsc(Cl)c2Cl)C(C(=O)NC2CCCCC2)c2ccc(OC)cc2)cc1 (configuration not stated)	2.6%	-8.0%	-3.2%	-28.4%	8.2%[38.3 µM]	-66.6%[inhibitor]	-13.2%
O=S(=O)(Nc1ccc(N=Nc2ccccc2)cc1)c1ccccc1	-4.0%	-10.2%	-6.5%	-1.9%	6.0%	13.0%[10 µM]	6.2%
O=C(CCS(=O)(=O)c1cccs1)Nc1ccc(C(=O)NC2CCCC2)cc1	17.5%	2.4%	5.6%	-2.0%[9.22 µM]	3.2%	5.1%	6.7%
Cc1cc(C)nc(N(C#N)CCOc2ccc(Cl)cc2)n1	-10.0%	-11.4%	-2.9%	-16.0%	19.6%	-8.2%[10 µM]	-0.5%
O=C(c1ccncc1)N1C2C=CC(C2)C1(C(F)(F)F)C(F)(F)F (configuration not stated)	10.6%	1.2%	-12.1%	?	19.3%[38.3 µM]	-14.2%[10 µM]	0.8%
Cc1cc(C)c(C#N)c(SCC(=O)NC2CC2)n1	-3.6%	-9.7%	-3.7%	5.7%	-1.1%[38.3 µM]	22.9%	-7.7%
CS[C@@H](CC(=O)O)C(=O)O	·	·	·	·	-4.7%	-12.6%[10 µM]	3.2%[14.2 µM]
COC(=O)c1ccc(N2CCC(C)CC2)c(N)c1	-10.9%	-1.7%	-0.8%	5.7%[1.84 µM]	38.9%[activator][38.3 µM]	4.8%	-2.4%
Cc1[nH]c2c(C)cccc2c(=O)c1Br	2.5%	-1.7%	2.4%	-6.7%	16.7%[38.3 µM]	8.2%[0.074 µM]	4.6%
N#C[C@H]1[C@H](c2ccccc2)[C@](C#N)(C(=O)c2ccccc2)[C@@H]2C=Cc3ccccc3N21	-10.6%	-3.4%	-1.6%	21.4%	15.3%[38.3 µM]	-18.1%	113.7%[activator]
Cc1nc(-c2cccc(NS(=O)(=O)c3ccccc3)c2)cs1	2.2%	-12.8%	-0.1%	?	52.4%[activator][38.3 µM]	15.3%	65.6%[activator]
CCOC(=O)c1c(C)[nH]c(C(=O)CSc2nnc(C3CC3)n2N)c1C	2.1%	-0.3%	-5.9%	-3.6%	39.8%[activator][38.3 µM]	-17.7%	6.6%
OCCC1CN(Cc2cnc(-c3ccc(Cl)cc3)nc2)CCN1C1CCCCC1 (configuration not stated)	-9.5%	4.0%	0.6%	14.6%[9.22 µM]	17.3%	0.3%[10 µM]	2.1%
O=C(NCc1ccccc1Cl)C(=O)NCC(c1ccco1)N1CCOCC1 (configuration not stated)	0.0%	·	2.8%	25.8%	0.2%	-15.1%	0.0%
Cc1c(C)n(C)c2ccc(C(=O)NCc3cccs3)cc12	7.6%	-5.7%	?	-1.2%	2.1%	-12.3%[10 µM]	49.9%[activator]
O=S(Cc1cc(Sc2ccccc2)nc(-c2ccccc2)n1)c1ccccc1 (configuration not stated)	3.4%	2.7%	-8.0%	?	51.7%[activator][38.3 µM]	-41.2%[inhibitor]	5.0%
CCNc1nnc(-c2ccccc2OC)s1	4.5%	-7.6%	-0.2%	-8.3%	-11.9%[38.3 µM]	-27.6%	3.5%
